Dicer processing – inhibitors of Dicer pre-microRNA processing, primary screen, biochemical, cat-ELCCA, chemiluminescence | AID 1347074, 2019 | 47,000 compounds, 6% hits | z-score at 25 µM | Endoribonuclease Dicer (Homo sapiens), Q9UPY3 | cat-ELCCA pre-miR-21 Dicer processing; hits give high values; in the data active = z-score above about 3, passing the limit was not always enough;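 note: plate controls were vehicle for no effect and no enzyme for full effect; higher signal means more uncleaved substrate so more Dicer inhibition; strong numbers were not always called active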
The depositor's hits bear a star.

structure	Dicer processing
O=C(c1ccc2c(c1)OCO2)N1CCN(C/C=C/c2ccccc2)CC1	1.79
O=C(O)c1ccccc1-c1ccccc1C(=O)Nc1nc2ccccc2s1	1.44
CCOC(=O)NC(c1ccccc1)(C(F)(F)F)C(F)(F)F	-0.62
COc1ccccc1-c1coc2cc(OCC(=O)OCc3ccccc3)ccc2c1=O	1.57
COc1ccccc1-c1coc2cc(OCC(=O)OC3CCCCC3)ccc2c1=O	-1.1
CN(C)CC1=C(Cl)c2ccccc2S1(=O)=O	0.01
CCSC1=N/C(=C\c2ccc(N(CC)CC)cc2OC)C(=O)S1	0.19
CCCCOC(=O)C1=C(C)NC2=C(C(=O)CCC2)C1c1ccc(OC(C)=O)cc1 (configuration not stated)	-0.42
Clc1cccc(-c2n[nH]c(-c3ccccc3)n2)c1	-0.21
O=S(=O)(NC1CCN(Cc2ccccc2)CC1)c1cc(Cl)c(Cl)cc1Cl	-1.34
CCOC(=O)C1=C(C)Nc2nc3ccccc3n2C1c1cccc(Cl)c1 (configuration not stated)	-0.4
c1ccc(-c2nc(NC3CCCCC3)c3ccccc3n2)cc1	0.99
Cc1nnc(NC(=O)C2c3ccccc3Oc3ccccc32)s1	4.88*
CNC(=O)c1cc2c(n(-c3ccc(Cl)cc3)c1=O)CC(C)(C)CC2=O	22.2
CC(=O)OC[C@H]1O[C@@H](n2cc(Br)c(=O)[nH]c2=O)C[C@@H]1OC(C)=O	-1.63
O=C(Nc1ccc(C(F)(F)F)cn1)Nc1cccs1	-1.51
COc1ccc2cc(C(=O)Nc3c(C)n(C)n(-c4ccccc4)c3=O)sc(=O)c2c1OC	-1.11
O=S(=O)(CCSc1ccc(C(F)(F)F)cn1)CCSc1ccc(C(F)(F)F)cn1	0.92
CCOc1ccc(-c2nc(-c3ccc(OC)cc3)no2)cc1OCC	1.64
O=C1C([N+](=O)[O-])=C(O)c2cccc3cccc1c23	-0.36
COc1cc(C2C(C(=O)OC(C)C)C(=O)CC(C)(O)C2C(=O)OC(C)C)ccc1O (configuration not stated)	0.12
COc1cccc(/C=N\NC(=S)NC(C)(C)C)c1OCc1ccccc1	-1.35
O=C(O)CCC(=O)Nc1ccc(OC(F)(F)F)cc1Br	-1.04
O=[N+]([O-])c1cc(Cl)ccc1Oc1c(Cl)cccc1Cl	1.99
Cc1onc(-c2ccccc2)c1C(=O)NC1CCCCC1NC(=O)c1c(-c2ccccc2)noc1C (configuration not stated)	-0.3
CC(C)(C)OC(=O)NCCN=Cc1ccc(Cl)cc1	-1.34
O=[N+]([O-])c1cccc(OCNCCCCCCO)c1	-1.48
O=C(CSc1nc(-c2ccc(F)cc2)cc(C(F)(F)F)n1)NCc1ccncc1	-0.17
COc1cc(NCCCC(C)N)c2ncccc2c1 (configuration not stated)	-4.97
COC(=O)C1=CO[C@@H](O)[C@@H]2C(CO)=CC[C@H]12	-0.52
CC1=CC(=O)C(CCCCCC2=CC(=O)C(C)=CC2=O)=CC1=O	1.2
CCCCC[C@H](CC(=O)NO)C(=O)N[C@H](C(=O)N1CCC[C@H]1CO)C(C)C	0.2
Cc1ccc2[nH]c(C)c(CN3CCCC(C)C3)c(=O)c2c1 (configuration not stated)	0.14
CC1(C)CC(=O)c2cnc(NC(=O)c3cccc4ccccc34)nc2C1	-0.79
Cc1ccc(NC(=S)Nc2cccc(C(F)(F)F)c2)c(C)c1	0.27
COc1ccc2[nH]c(C)c(CN3CCC(C)CC3)c(=O)c2c1	3.48*
Cc1ccc(-c2nnc3c4ccccc4c(C)nn23)cc1S(=O)(=O)N1CCN(c2ccccc2)CC1	2.53
COc1cccc(N2C(=O)C3ON(c4ccccc4)C(c4ccccc4O)C3C2=O)c1 (configuration not stated)	3.87*
O=C1CCCN1CC(O)CS(=O)(=O)c1ccc(Cl)cc1 (configuration not stated)	-1.22
O=C(O)/C=C/C(=O)Nc1ccc(C2CCCCC2)cc1	1.35
COc1ccc(S(=O)(=O)Nc2cc(OC)c(Cl)cc2OC)cc1	1.34
Clc1cccc(CSC2=NCCN2)c1	-0.28
Cc1nc(Nc2ccccc2)sc1C(=O)c1ccccc1	-0.35
CN(C)c1ccc(NC(=O)CCSc2nc(-c3ccco3)cc(C(F)(F)F)n2)cc1	-1.8
Oc1ccccc1-c1nc(/C=C/c2ccc(F)cc2)no1	-0.19
CCCCc1ccc(C(=O)CCC(=O)O)cc1	-0.58
C#CCSc1nc(=O)c2cccnc2n1-c1ccc(Br)cc1	-0.62
CC(C)(C)NC(=O)c1cc(Br)cc2c1OCC2	0.3
CCN(CC)c1ncnc2ccsc12	-0.26
Cn1nccc1NS(=O)(=O)c1ccc(NS(=O)(=O)c2ccc(C(F)(F)F)cc2)cc1	-1.33

Entries from the list above with a carbonyl joined to an NH by a bond outside any ring (15):
structure	Dicer processing
O=C(O)c1ccccc1-c1ccccc1C(=O)Nc1nc2ccccc2s1	1.44
CCOC(=O)NC(c1ccccc1)(C(F)(F)F)C(F)(F)F	-0.62
Cc1nnc(NC(=O)C2c3ccccc3Oc3ccccc32)s1	4.88*
CNC(=O)c1cc2c(n(-c3ccc(Cl)cc3)c1=O)CC(C)(C)CC2=O	22.2
O=C(Nc1ccc(C(F)(F)F)cn1)Nc1cccs1	-1.51
COc1ccc2cc(C(=O)Nc3c(C)n(C)n(-c4ccccc4)c3=O)sc(=O)c2c1OC	-1.11
O=C(O)CCC(=O)Nc1ccc(OC(F)(F)F)cc1Br	-1.04
Cc1onc(-c2ccccc2)c1C(=O)NC1CCCCC1NC(=O)c1c(-c2ccccc2)noc1C (configuration not stated)	-0.3
CC(C)(C)OC(=O)NCCN=Cc1ccc(Cl)cc1	-1.34
O=C(CSc1nc(-c2ccc(F)cc2)cc(C(F)(F)F)n1)NCc1ccncc1	-0.17
CCCCC[C@H](CC(=O)NO)C(=O)N[C@H](C(=O)N1CCC[C@H]1CO)C(C)C	0.2
CC1(C)CC(=O)c2cnc(NC(=O)c3cccc4ccccc34)nc2C1	-0.79
O=C(O)/C=C/C(=O)Nc1ccc(C2CCCCC2)cc1	1.35
CN(C)c1ccc(NC(=O)CCSc2nc(-c3ccco3)cc(C(F)(F)F)n2)cc1	-1.8
CC(C)(C)NC(=O)c1cc(Br)cc2c1OCC2	0.3

Later entries:
structure	Dicer processing
CCc1c(C)c(C#N)c2nc3ccccc3n2c1-n1ccnc1	-0.45
CCOC(=O)NC1CS(=O)(=O)CC1NCC(=O)O (configuration not stated)	-0.23
Nc1cc(=O)nc(SCc2ccccc2)n1-c1ccc(F)cc1	1.32
Nc1nc2ccc(-c3nc4ccccc4o3)cc2s1	1.84
COC(=O)CCCN1C(=O)c2cccc3cccc(c23)C1=O	3.6*
Cn1c(=O)c2c(nc(NCc3ccco3)n2C)n(C)c1=O	-2.08
COc1ccc(C2C=C(c3ccccc3)Nc3ncnn32)cc1 (configuration not stated)	0.85
Cc1ccc(Nc2n[nH]c(=S)s2)cc1C	2.2
COc1ccc(C2CC(=O)Nc3nc(N)[nH]c(=O)c32)c(OC)c1 (configuration not stated)	-0.94
S=C(Nc1ccccc1)SCc1c(Cl)cccc1Cl	0.46
CCOC(=O)c1c(O)[nH]c(N=O)c1SC	0.59
Cc1onc(-c2c(Cl)cccc2Cl)c1NC(=O)O/N=C/c1cccc([N+](=O)[O-])c1	1.63
Cc1oc(C(C)(C)C)cc1-c1cc(NC(=O)c2ccccc2)n[nH]1	-0.51
CCn1cc(C(=O)N/N=C/c2ccc(Cl)cc2)c(=O)c2cc(C(F)(F)F)ccc21	-0.93
Clc1nc(NCc2ccccc2)nc(NCc2ccccc2)n1	2.5
COc1ccc(-c2onc(C)c2-c2ccccc2)c(O)c1	1.29
CC1(C)CC(=O)c2cc3c(N)c(C(=O)Nc4ccc(Cl)cc4)sc3nc2C1	2.07
COC(=O)c1ccccc1OCC(O)Cn1c[n+](C)c2cc(C)c(C)cc21 (configuration not stated)	-0.71
CS(=O)c1sc(Br)c2c1C(=O)CC(C)(C)C2 (configuration not stated)	1.86
CCOCCOC(=O)C1=C(C)NC2=C(C(=O)CC(c3cccs3)C2)C1c1ccc2c(c1)OCO2 (configuration not stated)	2.02
Cc1ccc(C)c2c1C(=O)c1ccccc1C2=O	0.07
NS(=O)(=O)c1cccc(C(F)(F)F)c1	0.12
COC(=O)c1cnc(N2CCCN(C(=O)Nc3ccc(OCc4ccccc4)cc3)CC2)nc1C(F)(F)F	-4.26
CN(CCOC(=O)C(C)(C)C)c1nc2cc(Cl)ccc2s1	-1.84
COC(=O)C1=C(C)NC2=C(C(=O)CC(c3ccc(Cl)cc3)C2)C1c1ccccc1OC(C)C (configuration not stated)	0.43

The list continues.
mol | Dicer processing
FC(F)(F)c1cc(NC(=S)N2CCN(c3ncnc4sccc34)CC2)cc(C(F)(F)F)c1 | -0.64
O=C(Cn1cc(C(=O)C2CC2)c2ccccc21)NCCOc1ccc(Cl)cc1 | 0.97
C=CCN1C(=O)C(O)(CC(=O)c2ccc(C)o2)c2cc(Br)ccc21 (configuration not stated) | 2.58
CC1(C)CC(=O)c2cc(C(=O)Nc3ccc(Br)cc3)c(=O)n(-c3ccc(Cl)cc3)c2C1 | 1.07
CCOc1cc(C2C(C(=O)OC)=C(C)NC3=C2C(=O)CC(C)(C)C3)ccc1OC(=O)C1CC1 (configuration not stated) | 0.86
CCOC(=O)c1nc2sc3c(c2c(=O)[nH]1)CCCC3 | -0.09
Cc1c(Br)sc2sc(-c3nn(C)cc3Br)c(C)c12 | -1.43
CC(C)(C)n1nc(C2CC2)c(Br)c1NC(=O)c1ccccc1Cl | -1.52
O=C(NC(=O)N1CCCCC1)c1ccc(F)cc1F | -1.05
CN(C)/C=C/C(=O)c1csc2ccccc12 | 3.53*
CCOC(=O)C(NC(C)=O)(NS(=O)(=O)c1ccccc1)C(F)(F)F (configuration not stated) | 1.12
CCSc1sc(C(=O)OC)c2c1/C(=N/O)CC(C)(C)C2 | 2.54
CCOc1cc(C2Nc3ccc4ccccc4c3C3=C2C(=O)CCC3)ccc1O (configuration not stated) | 1.72
Nc1nc(N)nc(-c2cc(Cl)ccc2Cl)n1 | 5.31
Cn1cccc1CNCCc1ccc(S(N)(=O)=O)cc1 | 2.31
COc1ccc(OC)c(S(=O)(=O)NC(=NCC(C)C)SC)c1 | 0.48
CC(C)c1ccc2c(c1)CCC1C(C)(CNC(=O)/C=C/C(=O)O)CCCC21C (configuration not stated) | -0.51
Cc1nnc(Nc2ccc(C)c(C)c2)s1 | 7.8
O=C1c2oc3ccc(Br)cc3c(=O)c2C(c2ccc(O)cc2)N1Cc1ccccc1 (configuration not stated) | 0.09
CN1C(=O)c2cccc3c(S(=O)(=O)NCC(=O)O)ccc1c23 | 3.08*
C=Cc1c(S(C)(=O)=O)sc(C(=O)Oc2ccccc2)c1C | -0.14
CN(C)c1ccc(C(O)C(=O)c2cccs2)cc1 (configuration not stated) | 0.15
N#Cc1c(=O)c2ccccc2n2c1[nH]c1ccccc12 | -1.4
N#Cc1c(N)c2ccccn2c1C(=O)c1ccc(Br)cc1 | 1.03
COc1ccc(C(=O)CSc2nc(N)cc(=O)[nH]2)cc1C | 47.5
Cc1cccc(Cl)c1NC(=O)NNC(=O)c1cc(C)n(C(C)(C)C)n1 | 1.28
N#Cc1c(-c2ccc(Cl)cc2)nc2n(c1=O)CCS2 | -1.75
CCOC(=O)c1cnc(NNC(=O)c2ccc(C(C)(C)C)cc2)nc1C(F)(F)F | 2.16
CCOc1ccc(/C(O)=C2\C(=O)C(=O)N(c3nnc(C)s3)C2c2ccc(OC)c(OC)c2)cc1 (configuration not stated) | 2.32
CCOC(=O)c1sc2nc3n(c(=O)c2c1C)CCC3 | 1.53
CCCCNC(=O)Oc1ccc(-c2csnn2)cc1 | -1.33
Cc1[nH]c2ccccc2c1C(O)c1ccccn1 (configuration not stated) | -1.79
CCCOc1ccc(C2C(C#N)=C(N)Oc3n[nH]c(CCC)c32)cc1 (configuration not stated) | -3.85
CC(C)CCNc1nc2c(c(=O)[nH]c(=O)n2C)n1CC(O)COC(C)C (configuration not stated) | -0.76
CCCCCC(=O)n1c2ccc(F)cc2c2nc3ccccc3nc21 | -0.53
CC(=O)CSc1nc(SCC(C)=O)c2cnc(N3CCCC3)nc2n1 | -1.53
CCCNC(=O)CN1C(=O)NC2NC(=O)NC21 (configuration not stated) | 3.98*
COC(=O)C1=C(C)NC2=C(C(=O)c3ccccc32)C1c1ccc(OCC(=O)O)cc1 (configuration not stated) | 0.86
COc1ccc(S(=O)(=O)N2CCSC2c2ccccc2)cc1 (configuration not stated) | 2.13
CN(C)CCC(c1ccc(Br)cc1)c1ccccn1 (configuration not stated) | 0.86
CCCCc1ccc(-c2nc3ccccc3c(=O)o2)cc1 | 0.32
S=C(NNC(=S)NC1CC2C=CC1C2)Nc1ccccc1Cl (configuration not stated) | 1.94
CCOc1cc2c(C(=O)OC)c(C)oc2cc1Br | -0.77
COCCOC(=O)C1=C(C)NC2=C(C(=O)CCC2)C1c1ccc(C)cc1 (configuration not stated) | -0.58
CN1N=C(SCc2ccc(Cl)cc2Cl)Sc2c1cnn(C)c2=O | -0.66
CN(C1CC2C=CC1C2)S(=O)(=O)c1cc(C(F)(F)F)cc(C(F)(F)F)c1 (configuration not stated) | -1.5
CCc1nnc(NC(=O)CSc2nc(C)cc(C)n2)s1 | -0.37
CCCCC(=O)N(c1ccc2oc(=O)sc2c1)S(=O)(=O)c1ccc(F)cc1 | 3.38*
O=c1c(Cc2ccccc2)coc2ccccc12 | 1.26
Cn1c(=O)c2c(c3ccccc31)OC(=O)CC2c1c(F)cccc1Cl (configuration not stated) | 0.07
CSc1ccccc1NC(=O)Cn1c(=O)sc2ccccc21 | 0.36
CC(=O)c1c(C)[nH]c(=S)c(C#N)c1-c1cccs1 | -0.68
CC(C)(C)Cc1nc(C2(c3ccc(Cl)cc3Cl)CC2)no1 | 0.55
NC1=NC(c2ccc(Cl)cc2)n2c(nc3ccccc32)N1 (configuration not stated) | 1.65
C=CCc1c(C)nc(SCC(=O)c2cccs2)[nH]c1=O | -0.19
Cc1ccc(S(=O)(=O)NC(=O)Nc2ncc3c(n2)CC(c2ccco2)CC3=O)cc1 (configuration not stated) | 1.57

The list is partial; the hit share may differ from the screen's.
